# MITF inh – human MITF inhibition, primary screen; O75030; AlphaScreen MITF homodimerization, bead proximity signal; inhibition, % at 2.6 µM; 650,000 compounds, 0.91% hits; in the data active means inhibition above about 50%;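 further: 0% = vehicle wells with protein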
# Target sequence (O75030 whole entry, looked up): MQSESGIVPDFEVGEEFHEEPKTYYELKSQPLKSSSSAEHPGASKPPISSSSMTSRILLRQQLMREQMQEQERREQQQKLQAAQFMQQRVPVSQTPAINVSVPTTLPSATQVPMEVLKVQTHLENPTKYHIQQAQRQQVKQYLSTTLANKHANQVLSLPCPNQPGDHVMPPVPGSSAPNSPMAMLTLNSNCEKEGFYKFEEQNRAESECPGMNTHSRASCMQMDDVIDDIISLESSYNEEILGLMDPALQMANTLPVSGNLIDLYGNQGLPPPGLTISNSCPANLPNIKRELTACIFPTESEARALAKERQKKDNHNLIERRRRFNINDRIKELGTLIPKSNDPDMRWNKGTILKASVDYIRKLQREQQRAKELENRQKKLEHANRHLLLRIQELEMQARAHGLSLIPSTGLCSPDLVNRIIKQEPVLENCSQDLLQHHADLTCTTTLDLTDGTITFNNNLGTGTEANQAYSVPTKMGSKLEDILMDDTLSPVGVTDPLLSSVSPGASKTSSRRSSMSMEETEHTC
# FBW7 activator – activators of human E3 ligase FBW7 | AlphaScreen FBW7–phospho-cyclin E peptide binding, activator screen | 650,000 compounds, 0.13% hits | Q969H0 | AID 1259310 | normalized activity (activation), % at 26.1 µM; in the data active means normalized activity above about 1.9%;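 further: purified mutant Fbw7 with reduced substrate affinity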
# TEAD-YAP inh – TEAD-YAP interaction inhibition | HEK-TIYL cells, TEAD-Gal4/YAP UAS-luciferase luminescence | inhibition, % at 9.12 µM | 640,000 compounds, 1.4% hits | AID 1259422; in the data active means inhibition above about 32%;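 further: 0% = median of test compound wells and 100% = reference inhibitor wells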
# GPR151 activ – activates the human receptor GPR151; Q8TDV0; PathHunter beta-arrestin GPR151 cells, luminescence; activation, % at 11.2 µM; 650,000 compounds, 1% hits; AID 1508602; in the data active means activation above about 4.9%;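 further: 0% = median of compound wells and 100% = cells with positive control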
# Target sequence (Q8TDV0 whole entry, looked up): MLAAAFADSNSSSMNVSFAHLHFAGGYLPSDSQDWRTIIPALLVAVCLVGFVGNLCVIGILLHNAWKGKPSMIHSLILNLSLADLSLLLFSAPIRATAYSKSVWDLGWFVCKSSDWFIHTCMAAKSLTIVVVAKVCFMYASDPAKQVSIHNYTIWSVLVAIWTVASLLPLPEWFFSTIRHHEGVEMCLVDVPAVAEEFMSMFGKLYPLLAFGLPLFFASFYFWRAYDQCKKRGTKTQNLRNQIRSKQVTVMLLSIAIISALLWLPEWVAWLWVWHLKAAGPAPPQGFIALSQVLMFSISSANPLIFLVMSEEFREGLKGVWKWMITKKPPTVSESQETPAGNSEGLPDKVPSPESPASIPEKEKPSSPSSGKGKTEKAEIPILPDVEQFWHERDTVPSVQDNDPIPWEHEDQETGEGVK
# An asterisk follows results filed as active. Random draw from the library; about 3.4% have a hit in one of these screens.
Compound	MITF inh	FBW7 activator	TEAD-YAP inh	GPR151 activ
COc1ccc(C(=O)N/C(=C\c2ccc(-c3ccc(Br)cc3)o2)C(=O)NCCCn2ccnc2)cc1	18	-1.1	13	0.1
CCOc1ccccc1C(=O)N[C@H](C(=O)OCC(=O)Nc1ccc2c(c1)OCO2)C(C)C	3	0.2	7	-0.3
COc1ccc(-n2c(C)nc3cc(C(=O)NCc4ccc(C)cc4)ccc32)cc1	2	0.0	-3	0.5
CCCOC(=O)C1=C(C)NC2=C(C(=O)CCC2)C1c1ccc(C)cc1 (centres undefined)	0	0.0	-13	-1.7
CN(C(=O)c1ccccc1)/C(=N/S(=O)(=O)c1ccccc1)c1ccccc1	9	-0.1	-1	0.3
Cc1ccc(C(=O)N2N=C(c3ccccc3)CC2c2ccc(Cl)cc2)cc1 (centres undefined)	0	0.0	-8	0.4
COC(=O)c1cc(=O)c2c(C)nc(C)nc2[nH]1	6	0.3	-2	-0.6
COc1ccc(Cn2c(N)c(S(=O)(=O)c3ccccc3)c3nc(C#N)c(C#N)nc32)cc1	4	0.5	7	-1.2
Cc1cc(C)n(CCNC(=O)C(C)Oc2ccccc2)n1 (centres undefined)	7	0.1	17	-0.2
CCN1C(=O)CC(N2CCOCC2)C1=O (centres undefined)	4	-0.2	0	-0.1
Cc1cccc[n+]1CC(=O)c1ccc(Cl)cc1	-3	-0.1	-2	0.5
COc1ccc(CN2CCN(Cc3ccc(C)cc3)CC2)cc1OC	67*	0.0	8	0.4
COc1ccc(CNC(=O)c2ccc(Br)s2)cc1OC	6	0.1	-8	2.2
O=C(CCc1ccccc1)Nc1nc2c(s1)CCCC2	10	-0.2	-75	-1.1
O=C(CSc1nnc(Cc2ccc(Cl)cc2)o1)Nc1ccccc1	14	0.9	-3	-1.0
COc1ccc(Oc2nc3ccccn3c(=O)c2/C=C(\C#N)C(=O)NC2CCCC2)cc1	-5	0.0	-10	-8.0
CS(=O)(=O)Nc1nccnc1-c1ccc(COc2ccc3ccccc3c2)cc1	4	-0.1	-4	-0.4
O=C(NCc1ccco1)c1cccc(N2CCCC2=O)c1	14	0.8	6	-0.2
CCOc1ccc(-n2c(C)cc(/C=C(\C#N)C(=O)O)c2C)cc1	-3	-0.1	1	-0.9
N#C/C(=C\c1ccccc1)C(=O)NN1CCOCC1	-10	-0.2	-4	1.3
COC(=O)c1ccccc1S(=O)(=O)Nc1nn[nH]n1	12	0.1	10	-1.6
CC1=C(C(=O)Nc2ccc(C)c(Cl)c2)C(c2ccc(N(C)C)cc2)NC(=S)N1 (centres undefined)	4	-0.2	-3	1.2
COc1ccc(NC(=O)CCCNC(=O)Cn2cnc3sc(C)c(C)c3c2=O)cc1OC	2	0.1	-2	-1.5
O=C(NCc1cccnc1)C1CCCN(Cc2cnn(-c3ccccc3)c2-n2cccc2)C1 (centres undefined)	6	0.5	2	-0.6
Cc1nnc(-c2ccccc2)c(=O)n1/N=C/c1ccc2c(c1)OCO2	-9	0.0	-6	8.1*
CCCCSc1nc2c(c(=O)n1-c1ccccc1OC)SCC2	-9	-0.2	3	0.3
COC(=O)C1Cc2c(ccc3ccccc23)O1 (centres undefined)	9	-0.1	7	-0.1
Cc1cc(C(=O)OCC(=O)c2cc(C)n(CC(F)(F)F)c2C)c(C)o1	5	-0.1	-25	-2.6
CCn1c(C(=O)Nc2cccc(C(C)=O)c2)cc2sc(Cl)cc21	7	0.0	-1	1.2
Cc1ccc(C)c2sc(NC(=O)c3ccco3)nc12	-6	-0.2	6	-0.9
CCOC(=O)c1cccc(NC(=O)c2ccccc2CCc2ccccc2)c1	-10	0.0	-12	0.3
CCOC(=O)c1cc2c(C(F)(F)F)cc(=O)[nH]c2o1	8	0.4	6	1.2
O=S(=O)(c1ccc(Sc2ccc(S(=O)(=O)N3CCCCC3)cc2)cc1)N1CCCCC1	1	0.0	9	0.7
CC(=O)c1cc(CN2CCCC(CNS(=O)(=O)c3cccc4cccnc34)C2)cs1 (centres undefined)	15	0.3	4	1.1
COC(=O)C1=C(C)OC(N)=C(C#N)C1c1cccc(F)c1 (centres undefined)	0	0.3	3	0.3
Cc1cc(Nc2ccc(N3CCOCC3)cc2)nc(-c2c(C)nn(C)c2C)n1	5	0.0	-8	0.0
COC(=O)C1=C(C)NC(=O)NC1c1cc(Cl)cc(OC)c1O (centres undefined)	22	0.1	-3	-0.2
CS(=O)(=O)c1nc2c(cc1C#N)CCCC2	-7	0.0	4	-0.6
COc1ccc2c(c1)c1c(n2Cc2ccccc2)CCCC1	16	0.7	3	-0.2
CCn1c(C(CC(C)C)NC(=O)Cc2cccs2)nc2cccnc21 (centres undefined)	-2	0.3	0	0.3
CCOc1cc(C=O)cc(I)c1OCC(N)=O	4	0.1	-6	0.3
CC(C)Nc1nc2c(-c3cccc(Br)c3)nnn2c2ccccc12	5	0.1	-5	1.4
Cc1c(Br)c([N+](=O)[O-])nn1CC(=O)N(C)C1CCCCC1	6	-0.1	-3	2.2
COc1ccc(N=C2SC(C(=O)Nc3ccccc3OC)CC(=O)N2Cc2ccc(F)cc2)cc1 (centres undefined)	9	0.4	-12	0.7
COC(=O)C1=C(C)NC2=C(C(=O)CC(C)(C)C2)C1c1ccccc1Cl (centres undefined)	-16	0.0	8	-1.2
COC(=O)CNC(c1ccccc1)c1cc(Br)ccc1NS(=O)(=O)c1ccc(C)cc1 (centres undefined)	6	-0.1	2	1.4
COc1cc2c(cc1/C=C1/NC(=O)N(Cc3ccccc3)C1=O)OCO2	0	0.0	3	0.2
COc1cc(Cl)c(C)cc1NC(=S)N(Cc1ccc(C)cc1)Cc1ccco1	-6	0.0	2	0.7
COc1ccc(NC(=O)Nc2ccc(-c3ccc(NC(=O)Nc4ccc(OC)c(Cl)c4)c(OC)c3)cc2OC)cc1Cl	-1	0.0	3	1.1
O=C(O)CCC(=O)N1N=C(c2ccccc2)CC1c1ccc(Br)cc1 (centres undefined)	-6	-0.1	2	-0.7

# (listing goes on)
Compound	MITF inh	FBW7 activator	TEAD-YAP inh	GPR151 activ
O=C(Nc1cccnc1)C1COc2ccccc2O1 (centres undefined)	11	0.7	-38	1.0
O=C(CSc1nc2ccsc2c(=O)n1Cc1ccccn1)c1ccc(F)cc1	8	-0.1	-43	-1.3
O=C(CNCc1ccncc1)N(c1ccccc1)c1ccccc1	18	-0.1	-4	0.4
COc1ccc(C2C(C(C)=O)=C(O)C(=O)N2CCNCCO)cc1 (centres undefined)	0	0.2	-3	0.2
O=C1/C(=C/c2ccc([N+](=O)[O-])o2)CCC/C1=C\c1ccc([N+](=O)[O-])o1	19	-0.4	-23	1.4
CC(=O)Nc1ccc(NC(=O)C(C)Oc2ccc(C)nc2[N+](=O)[O-])cc1 (centres undefined)	19	0.5	-12	-2.4
COc1ccc(S(=O)(=O)NCCCCl)cc1	1	-0.1	4	-0.4
COc1ccc(CNC(=O)C2CSC(c3ccc(OC)cc3)N2C(C)=O)cc1 (centres undefined)	4	0.1	-2	-0.5
COC(=O)c1ccc(/C=N/NC(=O)C2COc3ccccc3O2)cc1 (centres undefined)	-15	-0.1	12	1.5
CCCNC(=O)COc1ccc(Cl)c(C)c1	-13	-0.2	-24	-0.5
COC(=O)c1c(-c2ccccc2)csc1NC(=O)Cc1ccc([N+](=O)[O-])cc1	-3	0.1	9	-1.9
CSc1nsc(SCC(=O)NCc2ccco2)n1	-2	-0.1	-14	3.4
COCCn1c2c(c(=O)[nH]c1=O)C(c1cccc(Cl)c1)C1=C(N2)c2ccccc2C1=O (centres undefined)	8	0.1	8	1.5
O=C(NCc1ccccc1)NC1(C(=O)N2CCCC2)CCCCC1	68*	-0.7	-1	-1.4
COc1ccccc1C(=O)Nc1ccc2c(c1)CN(Cc1ccn[nH]1)CC2	8	0.1	-6	-1.2
COc1ccc(CNC2CC(C)(C)NC(C)(C)C2)cc1	-6	-0.1	9	0.5
COCCOC(=O)C1=C(C)NC2=C(C(=O)CC(c3cccs3)C2)C1c1ccc2c(c1)OCO2 (centres undefined)	7	-0.2	4	1.5
O=C(NC(=S)Nc1ccccn1)c1ccccc1Cl	-17	0.0	-47	-2.4
S=c1[nH]nc2c3cnn(-c4ccccc4)c3ncn12	-2	0.0	5	0.0
O=C(Cc1ccc(F)cc1F)Oc1ccccc1F	21	0.5	11	-0.1
CCOC(=O)c1ccc(CN2C(=O)SC(Nc3cccc(C(=O)O)c3)C2=O)cc1 (centres undefined)	-5	-0.3	3	0.7
O=C(CN1CCN(Cc2ccc(Cl)cc2)C1=O)NCCN1CCCC1	6	-0.3	9	-0.6
COc1ccc2nc3sc(C(=O)Nc4ccc5c(c4)OCO5)c(N)c3cc2c1	9	0.0	-16	1.5
O=C(CCS(=O)(=O)c1ccc2c(c1)SCC(=O)N2)NCc1ccc2c(c1)OCO2	4	0.1	11	-0.6
C=CCn1c(SCC(=O)Nc2ccc(N3CCOCC3)cc2)nnc1C1CCCCC1	-2	0.0	6	0.8
COc1ccccc1N1CCN(c2ncnc3sc(C(=O)N4CCC(C)CC4)c(C)c23)CC1	1	-0.1	-4	0.2
O=C1NC(=O)/C(=C/c2ccc3c(c2)OCO3)N1	18	0.3	-6	-0.8
CCN1CCN(c2cc(C)c3cc(NC(=O)CC4CCCCC4)ccc3n2)CC1	-3	0.0	-12	0.6
CC(=O)c1cccc(S(=O)(=O)NCCOc2ccccc2F)c1	17	0.3	3	0.7
NC(=O)c1nc(-c2ccccc2F)nc2c1[nH]c(=O)n2-c1ccc(F)cc1	-6	-0.1	-3	-0.9

# In another format: results already given
# Every second line gives: MITF inh, FBW7 activator, TEAD-YAP inh, GPR151 activ
> O=C1NC(=O)/C(=C/c2ccc3c(c2)OCO3)N1
 : 18, 0.3, -6, -0.8
> CCN1CCN(c2cc(C)c3cc(NC(=O)CC4CCCCC4)ccc3n2)CC1
 : -3, 0.0, -12, 0.6

# (listing goes on)
Compound	MITF inh	FBW7 activator	TEAD-YAP inh	GPR151 activ
C=CCN(CC=C)S(=O)(=O)c1ccc(C(=O)Nc2nc3ccc(S(N)(=O)=O)cc3s2)cc1	4	0.0	-4	1.2
Cn1c(=O)c2c(ncn2CC(=O)N2CCC(Cc3ccccc3)CC2)n(C)c1=O	10	-0.1	11	-0.7
CC(C)NC(=O)CC(=O)N/N=C\c1cccc(Cl)c1Cl	-8	0.0	3	-0.4
CCOC(=O)N1CCC(N2CCC(CO)(CCOc3ccccc3)CC2)CC1	11	0.3	3	0.4
Cc1ccc(NC(=O)CN2CCCC2)c2c1CC(C)(C)O2	19	0.2	8	-1.8
Cc1nn(C)c(C(=O)NNC(=S)Nc2ccc(S(N)(=O)=O)cc2)c1Br	0	0.6	-5	3.4
COc1ccccc1NC(=O)CN1C(=O)CC(C)Sc2ccccc21 (centres undefined)	7	-0.3	-5	-0.5
Cc1ccc(NC(=O)c2c(NC(=O)C(C)Oc3cccc(Cl)c3)sc3c2CCC(C)C3)cc1 (centres undefined)	19	0.6	-14	0.1
COC(=O)CCC1CN(Cc2ccccc2)CCC1N1CCc2cc(OC)c(OC)cc2C1 (centres undefined)	0	0.2	-1	-2.5
O=C(c1nc2nc(-c3cccs3)cc(C(F)(F)F)n2n1)N1CCN(Cc2ccccc2)CC1	8	0.0	-6	3.0

# Looked up by structure from the list above (6):
Compound	MITF inh	FBW7 activator	TEAD-YAP inh	GPR151 activ
COC(=O)c1c(-c2ccccc2)csc1NC(=O)Cc1ccc([N+](=O)[O-])cc1	-3	0.1	9	-1.9
Cc1nnc(-c2ccccc2)c(=O)n1/N=C/c1ccc2c(c1)OCO2	-9	0.0	-6	8.1*
O=S(=O)(c1ccc(Sc2ccc(S(=O)(=O)N3CCCCC3)cc2)cc1)N1CCCCC1	1	0.0	9	0.7
CC(C)NC(=O)CC(=O)N/N=C\c1cccc(Cl)c1Cl	-8	0.0	3	-0.4
COc1ccccc1C(=O)Nc1ccc2c(c1)CN(Cc1ccn[nH]1)CC2	8	0.1	-6	-1.2
COC(=O)c1ccccc1S(=O)(=O)Nc1nn[nH]n1	12	0.1	10	-1.6

# (continued)
Compound	MITF inh	FBW7 activator	TEAD-YAP inh	GPR151 activ
O=C(Nc1ccc([N+](=O)[O-])cc1Cl)c1ccccc1Br	13	0.2	12	2.2
CCOC(=O)c1sc(N2C(=O)C(=O)/C(=C(/O)c3ccc(F)cc3)C2c2ccc(C(C)C)cc2)nc1C (centres undefined)	-5	0.0	1	4.6
CCOC(=O)C1C(=O)CC(C)(O)C(C(=O)OCC)C1c1ccc(OC)c(Br)c1 (centres undefined)	-4	0.1	-1	2.1
Cc1ccc2c(c1)c1c3n2CCCN=C3CCC1	-4	0.0	-1	1.3
CCOC(=O)C1=C(O)/C(=C\c2ccc3c(c2)OCO3)SC1=Nc1cccc2ccccc12	7	0.9	2	-0.5
O=C(CCC(=O)N(CC(=O)NC1CCCCC1)CC1CCCO1)Nc1nccs1 (centres undefined)	10	0.0	0	-0.7
COc1ccc(CNC(=O)C(=O)Nc2ccc(OC)c(Cl)c2)cc1	6	0.1	9	0.3
CCCCCCSc1nnc2c(n1)OC(c1cccc(C)n1)Nc1ccccc1-2 (centres undefined)	3	0.0	0	-0.4
CC(C)Cc1nc2c(=O)[nH]c3ccccc3c2o1	11	0.4	7	-0.8
CO[C@H]1[C@H](NC(=O)COc2ccccc2)c2ccccc2C12CCN(C(=O)C1(C)CC1)CC2	19	0.0	-19	-0.9
